Keap1-Nrf2 PPI – disrupts human Keap1 binding to Nrf2 peptide; Q14145; AID 504523; 340,000 compounds, 0.15% hits; Keap1 Kelch-Nrf2 peptide fluorescence polarization, 1536-well; inhibition, % at 9.4 µM; in the data active = inhibition above about 12%;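 also: human Keap1 Kelch domain with fluorescein labeled Nrf2 9mer peptide probe; 0% = neutral control wells and 100% = peptide positive control; higher means more block of Keap1 binding to Nrf2 peptide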
Target sequence (Q14145 whole entry, looked up, the tested form may be a part): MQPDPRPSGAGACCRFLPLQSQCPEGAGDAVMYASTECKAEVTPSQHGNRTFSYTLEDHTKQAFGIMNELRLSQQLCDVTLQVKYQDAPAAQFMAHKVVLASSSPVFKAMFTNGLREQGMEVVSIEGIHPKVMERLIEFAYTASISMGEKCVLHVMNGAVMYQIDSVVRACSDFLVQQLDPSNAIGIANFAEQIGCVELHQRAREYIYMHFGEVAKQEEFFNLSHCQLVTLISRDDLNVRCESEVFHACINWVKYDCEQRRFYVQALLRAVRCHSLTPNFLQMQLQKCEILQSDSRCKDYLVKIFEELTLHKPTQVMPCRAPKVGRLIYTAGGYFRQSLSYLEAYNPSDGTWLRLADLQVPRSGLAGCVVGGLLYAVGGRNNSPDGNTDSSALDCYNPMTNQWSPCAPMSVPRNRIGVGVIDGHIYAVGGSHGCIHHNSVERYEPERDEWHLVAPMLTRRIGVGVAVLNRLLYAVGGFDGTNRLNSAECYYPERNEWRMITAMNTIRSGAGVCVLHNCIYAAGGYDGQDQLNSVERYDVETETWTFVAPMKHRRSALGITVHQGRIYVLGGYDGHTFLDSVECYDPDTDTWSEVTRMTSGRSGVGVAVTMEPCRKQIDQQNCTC
MOR-DOR inv ag – inverse agonist of human OPRM1-OPRD1 heterodimerization; cell-based MOR-DOR heterodimer luminescence, inverse agonism; P35372+P41143; 340,000 compounds, 0.21% hits; AID 504357; inhibition, % at 9.3 µM; in the data active = inhibition above about 22%, passing the limit was not always enough;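 also: 0% = cells with DMSO and 100% = wells without cells with DMSO; values of inactives mirror those of a sister screen read the other way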
OPRM1-OPRD1 ag – agonists of human mu-delta opioid receptor heterodimerization | cells, OPRM1-OPRD1 heterodimerization, luminescence | 340,000 compounds, 0.3% hits | AID 504326 | activation, % at 9.3 µM; in the data active = activation above about 18%;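 also: 0% = vehicle-treated cells and 100% = reference agonist; values of inactives mirror those of a sister screen read the other way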
Wnt act – activates Wnt/beta-catenin signaling in a reporter cell assay | activator, plate reader | activation, % at 9.35 µM | 300,000 compounds, 1.2% hits | AID 743398; in the data active = activation above about 30%, passing the limit was not always enough;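 also: 0% = neutral control wells and 100% = positive control wells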
V-ATPase pH – regulators of yeast V-ATPase proton transport | S. cerevisiae, pHLuorin cytosolic pH fluorescence | response, % at 10 µM | 350,000 compounds, 0.37% hits; in the data active = response mostly above about 7.3%, no sharp cut-off; inactive = mostly below about 5.4%; also: actives read high; inactives centre near 0; some compounds called inactive have numbers as strong as hits; reference of the scale not given here
Arrestin-AP2 inh – blocks beta-arrestin peptide binding to AP2 adaptin. inhibition, % at 10 µM. AID 504490. 340,000 compounds, 0.31% hits. FITC-arrestin peptide / GST-AP2 beads, flow cytometry; AP2 beta2 appendage carries R879A mutation;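 active = inhibition above a set limit, near 3 SD of compounds lacking own fluorescence, cut at about 54% in these data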;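 also: plate controls were DMSO wells for no effect and 5 µM unlabelled arrestin peptide for full effect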
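test system = AP2 appendage R879A on GSH beads | buffer or medium = PBS plus Tween 20 (0.05%) and BSA (0.1%) | incubation = 12 min plus 1 h, RT | detection = bead flow cytometry, FITC channel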
Cardiac RTF inh – cardiac RTF calcium desensitization; P19429+P45379; IANBD-labeled cardiac RTF, Ca2+ fluorescence; inhibition, % at 7.15 µM; 340,000 compounds, 0.12% hits;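 active = inhibition above the mean inhibition of all tested compounds plus 3 SD, cut at about 17% in these data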;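 also: assay run at fixed EC70 calcium of 1.6 mM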
cardiac RTF act – increases calcium sensitivity of human cardiac regulated thin filaments | IANBD-labeled TnC RTF fluorescence at EC20 calcium; 0% EC20 calcium, 100% full calcium | activation, % at 7.2 µM | AID 493008 | 340,000 compounds, 0.24% hits | P19429+P45379;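 active = activation above the mean over all tested compounds plus 3 SD, cut at about 30% in these data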;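 also: rise in fluorescence read as greater calcium sensitivity of cardiac thin filaments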
DSG3 Ab inh – inhibitors of pemphigus antibody binding to human desmoglein-3; 310,000 compounds, 0.48% hits; P32926; binding (percent of control), % at 10 µM; DSG3-coupled beads, scFv-anti-DSG3-GFP binding, flow cytometry; hits give low values; AID 588358;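 active = binding more than 3 SD below its plate's average and above zero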;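 also: hits lower antibody fragment binding to DSG3; some compounds called inactive have numbers as strong as hits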
C-LANA FP – inhibitors of KSHV LANA C-terminal domain DNA binding. MBP-C-LANA/FAM-LBS DNA binding, fluorescence polarization. inhibition, % at 9 µM. 340,000 compounds, 0.078% hits. AID 504423;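 active = highest replicate inhibition at or above 60% at 9 µM, even if other replicates fall short; inactive = all replicates below 60% inhibition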;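 also: 0% = neutral control wells and 100% = 4 µM acridine orange control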
Starred values were filed as active, the others as inactive; · = no result given. Only part of the results is shown; rates above refer to the full screens.

SMILES	Keap1-Nrf2 PPI	MOR-DOR inv ag	OPRM1-OPRD1 ag	Wnt act	V-ATPase pH	Arrestin-AP2 inh	Cardiac RTF inh	cardiac RTF act	DSG3 Ab inh	C-LANA FP
CCCCOP(=O)(OCCCC)/C(C#N)=C(/C)O	2	-18	3.1	·	·	-1	6	-1	102	1.8
CCOC(=O)C(O)(c1ccc(NC(=O)NC)cc1)C(F)(F)F (stereo unspecified)	·	·	·	-1	-2	12	·	·	107	·
O=C(NC(c1ccc(Cl)cc1)P(=O)(Oc1ccccc1)Oc1ccccc1)OCc1ccccc1 (stereo unspecified)	-6	-3	0.6	·	4	1	2	9	109	-1.0
O=C1NC(=O)N(CCc2ccc(F)cc2)C(=O)/C1=C/C=C/c1ccccc1	·	·	·	-2	-17	-7	·	·	102	·
N#CC1c2ccccc2-n2nncc2CN1S(=O)(=O)c1ccc(Cl)cc1 (stereo unspecified)	0	-3	0.6	-2	-3	0	0	-4	107	-0.9
Cc1ccc(CNCCc2ccc(F)cc2)s1	-1	-4	0.7	0	-5	-15	-8	5	112	0.0
O=c1[nH]c(=O)n(-c2ccc(F)cc2)c(O)c1C=NCCN1CCCCC1	-4	16	-3.1	1	7	15	3	-7	·	0.1
Cc1nc2ccccc2c(=O)n1-c1ccc(Cl)cc1Cl	-6	11	-2.2	-2	-2	2	-4	4	117	1.2
O=C(Nc1ccc(Cl)c(Cl)c1)c1ccco1	-3	0	0.1	9	3	-11	2	1	115	0.4
Nc1ccc(Br)cc1	-1	4	-1.1	3	5	36	4	2	·	0.2
c1ccc(CCCN2CCN(CCOC(c3ccccc3)c3ccccc3)CC2)cc1	-5	-37	6.9	-3	-3	5	-14	0	116	0.1
Cc1ccc(C2NC(=S)NC(c3ccc(C)cc3)C23C(=O)NC(=O)NC3=O)cc1 (stereo unspecified)	-3	9	-1.5	6	3	-10	-12	1	100	-0.4
CC(=O)N[C@@H]1CC[C@@]2(O)[C@H]3Cc4ccc(O)c5c4[C@@]2(CCN3CC2CC2)[C@@H]1O5	-2	-33	8.3	1	4	8	-5	-6	109	1.0
CCn1ccnc1CN1CCCC(C(=O)c2ccc(OC)cc2OC)C1 (stereo unspecified)	-4	5	-1.0	0	5	4	-5	6	·	-0.3
CSc1ncc(/C=C2/C(=O)NC(=O)N(c3ccc(C)cc3)C2=O)cn1	-4	8	-1.6	-1	-1	12	-5	3	104	-1.3
N#CC1=C(N)Oc2c(c(=O)sc3ccccc23)C1c1cccnc1 (stereo unspecified)	2	7	-1.6	-1	-4	-8	-6	0	·	0.4
O=C(C(=C1N(Cc2ccc(Cl)nc2)CCN1Cc1ccc(Cl)nc1)[N+](=O)[O-])C(Cl)Cl	-5	-2	0.3	2	3	-6	-11	9	102	-1.5
C=CCCC1(CC)C(=O)NC(=S)NC1=O	-1	5	-1.1	-1	3	5	-13	-1	106	3.3
COCCNC(=O)N1[C@H]2CC[C@@H]1C(C(=O)OC)=C(c1ccc(OC)c(OC)c1)C2	1	7	-1.2	-1	-1	-9	-10	9	104	-0.5
CCN(C(=O)COC(=O)Cc1ccccc1)c1c(N)n(Cc2ccccc2)c(=O)[nH]c1=O	-2	9	-2.1	4	2	3	-11	2	91	1.3
CC(C)(C)c1cc(OC(=O)Cc2ccccc2)ccc1O	-3	-51	9.8	22	5	22	-1	4	108	0.8
CCC(=NCc1cccnc1)c1c(O)n(-c2ccc(Cl)cc2)c(=O)[nH]c1=O	-4	8	-1.5	3	2	0	-3	4	108	-1.7
CCCCN1C(=O)NC(=O)/C(=C/c2cnc(SC)nc2)C1=O	-10	5	-1.1	·	3	-4	-5	1	·	-0.4
C[C@]12CCC3C(CC[C@H]4C[C@@H](O)[C@H](O)C[C@]34C)C1CC[C@@H]2O (stereo partly specified)	-3	7	-1.4	-2	7	-8	-24	18	97	-0.7
CN1C(=O)C(Cc2ccc(OCc3ccccc3)cc2)C(=O)N(C)C1=O	5	13	-2.8	11	-1	-3	-9	3	102	0.0
COc1ccc(OP(=O)(Nc2ccccc2)Nc2ccccc2)cc1	1	17	-3.1	-3	-2	2	1	0	102	0.3
COC(=O)c1ccccc1N=Cc1c(O)[nH]c(=O)[nH]c1=O	-4	4	-0.9	-1	0	-16	0	7	115	0.7
COc1cc(CNCCc2c[nH]c3ccccc23)cc(OC)c1	-3	17	-3.5	2	-2	20	1	-4	100	1.2
COC1=C[C@@H]2C3=C([C@@H]2C1=O)[C@@H](NC(C)=O)CCc1cc(OC)c(OC)c(OC)c13	-3	-4	0.8	2	5	19	-2	3	98	5.3
Cc1nc2sccc2c(=O)n1-c1ccccc1Cl	-2	8	-1.4	2	0	0	-6	8	·	-0.8
O=c1[nH]c(=O)n(CCC2=CCCCC2)c(O)c1/C=N/Nc1cccc2ccccc12	-7	-33	6.3	-1	-3	-1	-32	2	86	0.0
Cc1ccc(Cn2nnnc2CN2CCC(n3nnc4ccccc43)CC2)cc1	-1	·	·	-5	-2	-8	1	2	107	-1.0
c1ccc(CN2CCN(Cc3ccc4c(c3)OCCO4)CC2)cc1	-2	4	-0.7	0	-3	8	4	-7	107	1.1
O=C1C2CCCN2C(c2ccc(Cl)cc2)N1c1ccccn1 (stereo unspecified)	0	15	-2.7	-7	-3	17	-4	-3	·	2.2
COc1ccc2c(c1)C1(C(=O)O)CC=CCC1(C(=O)O)C2 (stereo unspecified)	2	17	-3.8	0	-2	10	-1	0	90	-0.5
COc1cc(C)c(CN2CCN(c3ccccc3)CC2)cc1C	3	-17	3.4	0	-2	-6	0	5	99	-1.9
O=c1[nH]c(=S)[nH]c(O)c1/C=C1/C=c2ccccc2=N1	2	5	-1.2	1	-3	26	-3	-4	83*	-0.5
COc1ccc(CNC(=O)CCC(=O)N2C[C@H]3C[C@H](C2)c2cccc(=O)n2C3)cc1	-3	6	-1.2	-1	-1	-1	5	0	96	0.9
CC12CCC3C(CC=C4CC(O)CCC43C)C1C/C(=C\c1ccccc1F)C2=O (stereo unspecified)	-2	-21	3.9	-1	3	14	-7	2	126	-2.1
CC(=O)O[C@@]12CO[C@@H]1C[C@H](O)[C@@]1(C)C(=O)[C@H](O)C3=C(C)[C@@H](O)C[C@@](O)([C@@H](OC(=O)c4ccccc4)C12)C3(C)C (stereo partly specified)	-5	12	-2.3	-1	1	1	3	-2	93	1.5
CN(C)P1(N(C)C)=NC(C(F)(F)F)=NC(C(F)(F)F)=N1	0	18	-3.2	-6	-1	20	6	1	106	-1.3
C/C(Cl)=C/CC1(CN2CCCC2=O)C(=O)NC(=O)NC1=O	0	0	0.0	·	-3	27	-8	2	107	-0.4
CC1CCN(C(CC(=O)c2ccccc2)C(=O)c2ccccc2)CC1 (stereo unspecified)	-6	23	-4.5	51*	7	2	-6	-9	86	3.0
CC1(C)N2CC3([N+](=O)[O-])CN1CC([N+](=O)[O-])(C2)C3	3	11	-2.1	-1	1	-9	2	2	110	-1.4
COc1ccc(SCC2CN(C)CCC2c2ccc(F)cc2)cc1 (stereo unspecified)	3	-13	2.6	2	-3	-2	-3	6	115	-0.5

The closing three records of the part before are carried over, then new ones follow:
SMILES	Keap1-Nrf2 PPI	MOR-DOR inv ag	OPRM1-OPRD1 ag	Wnt act	V-ATPase pH	Arrestin-AP2 inh	Cardiac RTF inh	cardiac RTF act	DSG3 Ab inh	C-LANA FP
CC1CCN(C(CC(=O)c2ccccc2)C(=O)c2ccccc2)CC1 (stereo unspecified)	-6	23	-4.5	51*	7	2	-6	-9	86	3.0
CC1(C)N2CC3([N+](=O)[O-])CN1CC([N+](=O)[O-])(C2)C3	3	11	-2.1	-1	1	-9	2	2	110	-1.4
COc1ccc(SCC2CN(C)CCC2c2ccc(F)cc2)cc1 (stereo unspecified)	3	-13	2.6	2	-3	-2	-3	6	115	-0.5
O=C(c1ccc(F)cc1)N1CCC2(CC1)OCCO2	3	12	-2.4	0	-2	3	-6	-1	106	-0.3
NC(N)=N/N=C/c1ccc(N(c2ccccc2)c2ccccc2)cc1	1	-81	16	-2	2	-10	11	-30	101	-1.6
CC(C)c1ccc(N2C(=O)NC(=O)/C(=C/c3cnc(-c4ccccc4)nc3)C2=O)cc1	-56	-8	1.3	-1	3	15	-14	-2	94	-13
C=CCn1c(O)c(C=Nc2ccc(N(CC)CC)cc2)c(=O)[nH]c1=O	2	-5	0.9	·	-2	6	-7	3	111	4.5
COc1cc(CN=C(C)c2c(O)n(C3CCCCC3)c(=O)[nH]c2=O)cc(OC)c1	-4	10	-1.9	0	0	8	-11	3	111	0.8
CC(C)(C)C(=O)c1cn(CC(=O)NCc2ccco2)c2ccccc12	1	3	-0.6	-1	5	-24	3	1	101	-0.7
O=C(c1cc(S(=O)(=O)N2CCC3(CC2)OCCO3)ccc1F)N1CCC2(CC1)OCCO2	0	4	-0.8	-2	-2	9	-8	6	111	-0.6
COc1cc(-c2ccc(N)c(OC)c2)ccc1N	3	12	-2.3	-1	-3	7	3	2	103	0.8
CCCC[N+]1(C)C2CC(OC(=O)C(CO)c3ccccc3)CC1C1OC12 (stereo unspecified)	-1	5	-1.0	-1	-4	7	4	3	112	-1.9
COC(=O)C1=C(c2ccc(C(C)=O)cc2)C[C@@H]2CC[C@H]1N2C(=O)NCCNC(C)=O	-1	14	-2.6	-1	-2	6	-3	-2	104	2.2
N[C@@H](Cc1c[nH]c2ccccc12)c1nnc(SCc2ccc(F)cc2)o1	4	7	-1.2	·	2	3	-1	-5	98	0.6
O=C(N/N=C1/CN2CCC1CC2)c1cc2ccccc2cc1O	-7	-15	2.8	-5	0	3	-1	6	112	0.3
O=C1CN=C(c2ccc(Br)cc2)c2c(sc3c2CCCC3)N1CCN1CCCCC1	-4	-4	0.9	8	-2	-4	-4	-2	109	-1.0
O=c1[nH]c(=O)n(CCC2=CCCCC2)c(O)c1C=NCc1cccnc1	-3	3	-0.5	·	-2	-50	-7	-4	104	-0.8
C[C@]12CCC3C(C1CCC2=O)[C@H](O)C[C@H]1C[C@@H](O)CC[C@]31C (stereo partly specified)	-3	8	-1.6	1	2	-12	0	2	101	-5.0
CCC1(CC)C(=O)NC(=Nc2cccc(C(F)(F)F)c2)NC1=O	-2	3	-0.8	0	-1	4	-3	1	101	0.2
Cc1cc(C)cc(-n2c(O)c(C=Nc3ccc(N4CCOCC4)cc3)c(=O)[nH]c2=S)c1	-8	-14	2.2	·	7	3	-5	1	150	-0.5
CCC/C=N/O	1	8	-1.4	4	-4	17	-4	-4	102	-0.6
CCOC(C[n+]1c(-c2ccccc2)cc(C)cc1-c1ccccc1)OCC	1	23	-4.0	0	0	22	11	-2	109	-1.4
C[N+]12CN3CN(CN(C3)C1)C2	3	12	-2.0	-5	-2	13	-2	1	·	-1.1

Screening results (PubChem BioAssay)
